Assay outcomes from PubChem BioAssay.
B2AR arrestin – beta2AR (human) beta-arrestin recruitment activity; AID 492947; Potency, µM (doses to about 46.1 µM), for inactives: at the highest dose activation, hits mostly activators; beta-arrestin recruitment to beta2AR, cell-based reporter; 330,000 tested, 0.02% active;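 further: potency means the concentration at half of the fitted maximal effect; 0% = DMSO controls and full agonism = EC100 isoproterenol or metaproterenol; nearly all actives have a fitted effect of over 65% in size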
Target sequence (P07550 whole entry, looked up): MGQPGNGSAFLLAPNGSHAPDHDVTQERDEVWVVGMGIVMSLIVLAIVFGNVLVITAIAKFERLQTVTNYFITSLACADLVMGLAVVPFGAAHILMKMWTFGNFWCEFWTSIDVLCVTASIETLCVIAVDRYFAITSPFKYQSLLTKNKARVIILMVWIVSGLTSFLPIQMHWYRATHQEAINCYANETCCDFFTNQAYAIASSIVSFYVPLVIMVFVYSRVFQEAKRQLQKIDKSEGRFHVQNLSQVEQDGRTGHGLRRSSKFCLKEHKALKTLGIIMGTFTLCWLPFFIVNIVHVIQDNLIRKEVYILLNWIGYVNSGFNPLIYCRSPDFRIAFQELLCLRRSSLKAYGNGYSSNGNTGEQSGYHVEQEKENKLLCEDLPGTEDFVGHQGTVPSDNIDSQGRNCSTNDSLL
TRPV1 ag – human TRPV1 agonism. Q8NER1. TRPV1-expressing cells, Fluo-8 calcium influx, agonist mode. activation, % at 8.33 µM. 320,000 tested, 0.19% active. AID 540275; in the data active means activation above about 80%; inconclusive means between about 30% and that limit; further: 0% is about no effect
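TRPV1-expressing cells were cultured overnight at 35.5C and loaded with Fluo-8 calcium dye for 40 to 90 min at room temperature. After a 10 s baseline, compound was added and calcium influx was read kinetically for 3 min (ex 480/em 520 nm).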
BRCA1 expr up – BRCA1 expression activation | AID 624202 | Potency, µM (highest dose often 46.1 µM), inactives show at the top dose activation, usual class: activators | MCF7-BRCA1-FFLuc reporter, luminescence, 48 h; response scale: scaled: vehicle 0%, 10 µM genistein 100% | 380,000 tested, 1.1% active; further: potency means the concentration at half of the fitted maximal effect; nearly all actives have a fitted effect of over 80% in size; some results filed as inactive show a strong effect at the top dose
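Compounds are tested at multiple concentrations on MCF7 BRCA1-luciferase reporter cells seeded at 2000 per well; after 48 h, a single luminescence end-point is taken and curves fitted to the normalized data.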
ELG1 DNA repair – blocks ELG1-dependent DNA repair in HEK293T cells. HEK293T ELG1-luciferase reporter, luminescence, 16 h; DNA damage induced by 5-fluorouridine. Potency, µM (highest dose often 46.1 µM), without a hit: at the top dose activity change, negative = inhibition, most hits filed as inhibitors. 330,000 tested, 2.3% active. AID 504467; further: potency means the concentration at half of the fitted maximal effect; on the % scale 0 is the no-effect control and ±100 the full control effect; nearly all actives have a fitted effect of over 55% in size
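In this reporter screen, reduction of luminescence relative to DMSO vehicle indicated activity. Compounds and 5-fluorouridine were added together to 2,000 cells per well, incubated for 16 hr at 37 °C, then developed with ONE-Glo.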
AT treatment – potential ataxia-telangiectasia treatments restoring KAP-1 phosphorylation. […] A-T fibroblasts, KAP-1 phosphorylation AlphaLISA; neocarzinostatin DNA damage 30 min before lysis. Potency, µM (titrated, usually from 57.5 µM), without a hit: at the top dose activation, usual class: activators. 320,000 tested, 0.19% active; further: potency means the concentration at half of the fitted maximal effect; % of control where 0% means no effect; nearly all actives have a fitted effect of over 45% in size
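hTERT-immortalized A-T patient fibroblasts ([…]), 500 cells/well in OPTI-MEM, 1% FBS, got compounds for 60 min, then NCS for 30 min at 37C. Lysates were then assayed for phospho-KAP-1 by AlphaLISA (anti-pKAP1 donor, anti-KAP1 acceptor beads), 6 hr at 25C.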
PTAP TSG101 blk – blocks PTAP/TSG101 interaction to inhibit HIV-1 budding. Q99816. Fluorescence polarization, FITC-PTAP peptide / Tsg101 binding. Potency, µM (series often up to 115 µM), inactives show at the top dose activity change, negative = inhibition, most hits filed as inhibitors. 340,000 tested, under 10 active. AID 493005; active means well fitted inhibition curve with a large enough effect in the main read-out, with a control signal flat, not every such curve was filed as active; inconclusive means small, poorly fitted or top-dose-only effect, or effect the other way, or a change in a side signal; inactive means no such curve, though single readings can be large or run the other way; further: potency means the concentration at half of the fitted maximal effect; % of control where 0% means no effect
Target sequence (Q99816 whole entry, looked up): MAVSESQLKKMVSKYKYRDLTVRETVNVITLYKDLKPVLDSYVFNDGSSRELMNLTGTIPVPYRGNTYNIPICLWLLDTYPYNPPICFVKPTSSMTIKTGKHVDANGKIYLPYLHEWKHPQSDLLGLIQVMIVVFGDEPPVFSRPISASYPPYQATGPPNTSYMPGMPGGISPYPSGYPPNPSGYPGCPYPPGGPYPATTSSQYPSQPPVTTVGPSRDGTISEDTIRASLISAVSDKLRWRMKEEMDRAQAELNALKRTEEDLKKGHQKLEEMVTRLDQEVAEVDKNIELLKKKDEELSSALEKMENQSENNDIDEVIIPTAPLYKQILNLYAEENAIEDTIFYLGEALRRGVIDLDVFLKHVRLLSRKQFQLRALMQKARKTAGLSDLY
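Steps: Tsg101 binding domain dispensed (10 uM final), compounds pinned in DMSO, FITC-labeled PTAP-motif peptide added (50 nM final); after 20 min binding at room temperature, polarization measured.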
TCR activator – T cell receptor activation. primary human leukocytes, anti-CD3, IL-2 HTRF, 48 h. Potency, µM (highest dose often 9.22 µM), inactives show at the highest dose activation of IL-2 secretion, actives largely listed as activators. 330,000 tested, under 10 active; further: % of control where 0% means no effect
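HTRF read-out of IL-2 secretion: europium cryptate donor excited at 320nm, d2 acceptor emission at 665nm. Cells were primary human leukocytes incubated 48 hr with compounds and a-CD3 beads, supplying TCR signal only.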
p53 reactivator – restores transcriptional activity of mutant p53 | Potency, µM (series often up to 92.2 µM), for inactives: top-dose activity change, positive = activation, hits mostly activators | H1299 p53-A138V BP100-luciferase reporter, luminescence, 24 h | AID 504706 | 320,000 tested, 0.063% active; further: potency means the concentration at half of the fitted maximal effect; % of control where 0% means no effect; nearly all actives have a fitted effect of over 45% in size
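H1299 (p53-null), stable ts p53-A138V + BP100-Luc; 1000 cells/well, Opti-MEM/10% FBS; cpd 4 pt, 1:5; 24 h, 37 deg C, 5% CO2; detection reagent 10 min RT; luminescence.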
a7 integrin act – activates integrin-mediated alleviation for muscular dystrophy | Potency, µM (titrated, usually from 38.3 µM), for inactives: at the highest dose activation, usual class: activators | 350,000 tested, 0.064% active | alpha7betagal myoblasts, beta-gal FDG fluorescence, 48 h;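 further: potency means the concentration at half of the fitted maximal effect; 100% = response of the positive control SU9516; nearly all actives have a fitted effect of over 60% in size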
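Alpha7betagal+/- myoblasts (passage 13) were plated 16-24 hr, then exposed to compounds (1:260 dilution of DMSO stock) for 48 hours at 37C. After MPER lysis, β-galactosidase reporter activity was read as FDG fluorescence (ex 480/em 540) after 30 minutes.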
MLL CXXC-DNA inh – MLL CXXC-DNA interaction inhibition | Q03164 | MLL-CXXC / FITC-HOXA9 DNA fluorescence polarization | 290,000 tested, 0.037% active | Potency, µM (highest dose often 115 µM), without a hit: at the highest dose activity change, negative = inhibition, most hits filed as inhibitors; active means well fitted inhibition curve with a large enough effect in the polarisation, with a control signal flat, not every such curve was filed as active; inconclusive means small, poorly fitted or top-dose-only effect, or effect the other way, or a change in a side signal; inactive means no such curve, though single readings can be large or run the other way; the % refers to the polarisation; further: potency means the concentration at half of the fitted maximal effect
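Purified MLL-CXXC (added from a 7 uM solution) was preincubated 5 min at ambient with pinned compounds in 50 mM Tris-HCl pH 7.5, 50 mM NaCl, 1 mM DTT, 0.05% BSA. Fluorescein-labeled HOX-A9 DNA (50 nM solution) followed, 30 min, then polarization read.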
Active calls of the source: *; u = inconclusive; x = no result given; & = joins results of further samples; [ ] = remark or other dose. Unless noted, the call rests on the fitted dose curve; in most records, active means well fitted curve in the direction sought with a large enough effect; inconclusive means small, poorly fitted or top-dose-only effect, or another doubt; inactive means no such curve, though single readings can be large; an effect the other way counts as inactive or inconclusive. Not all compounds are listed; count on the stated rates, not on these rows.

SMILES | B2AR arrestin | TRPV1 ag | BRCA1 expr up | ELG1 DNA repair | AT treatment | PTAP TSG101 blk | TCR activator | p53 reactivator | a7 integrin act | MLL CXXC-DNA inh
CCOC(=O)c1c(C)n(CCOC)c2ccc(O)cc12 | -0.6% | 0.3 | -36.1% | 0.3% | 3.6% | -2.3% | -8.6% | -14.4% | -17.4% | 7.2%
COc1ccc(C(C)(C)C)cc1NC(=O)CCCn1c(=O)oc2ccccc21 | -0.1% | u | -9.6% | u | -7.3% | 1.4% | 4.2%[46.1 µM] | -18.6% | -8.5% | 6.8%
CCCCCCC(Cl)(Cn1ccnc1)c1ccccc1 (stereo unspecified) | x | x | -10.9% | x | x | -1.6% | -5.7% | x | 0.0% | x
CC/C(=N\NC(=O)c1ccccc1Cl)c1c(O)n(C2CCCCC2)c(=O)[nH]c1=O | -0.3% | 19.0 | 5.0% | 5.5% | -4.6% | -8.8% | -3.3% | -2.9% | -6.2% | -6.0%
CCCOC(=O)c1ccccc1C(=O)OCCC | 0.2% | 5.9 | -8.1% | 21.5% | 8.9% | -0.8% | 1.1% | 0.9% | x | x
CCOC(=O)[C@]12Cc3ccsc3[C@H]1N(Cc1ccccc1)C(=O)c1ccccc12 | x | x | -0.3% | x | x | 0.0% | 17.2% | x | 25.0% | x
CCc1nc(N2CCNCC2)c(C#N)c2c1CSC(C)(C)C2 | -0.4% | 2.9 | -23.4% | 5.4% | 9.4% | 0.1% | -1.0% | u | -21.2% | 1.2%
O=[N+]([O-])c1cc(Cl)c(O)c(-[n+]2c(-c3ccccc3)cc(-c3ccccc3)cc2-c2ccccc2)c1 | 3.0% | -3.7 | -45.4% | u | 2.3% | -6.1% | -3.0% | -5.8% | 12.0% | 1.4%
O=c1[nH]c(=S)n(C2CC2)c(O)c1C=Nc1ccc2c(c1)OCO2 | 8.8% | -4.5 | 26.4% | 12.7% | -1.5% | -1.6% | -7.2% | 2.0% | 13.7% | -14.6%
Cc1cccn2c(=O)c3c(nc12)N1CCC(Cc2ccccc2)CC1C1(C3)C(=O)N(C)C(=O)N(C)C1=O (stereo unspecified) | -0.9% | 23.1 | -81.9% | u | x | -7.4% | 5.1% | -1.6% | 4.6% | 1.5%
Cc1ccc(C)c(OCC(=O)N2CCN(Cc3ccc4c(c3)OCO4)CC2)c1 | 0.0% | 3.5 | -7.0% | -0.7% | 3.4% | -1.8% | x | -0.5% | -3.6% | -12.3%
Oc1ccccc1C1NCc2ccccc2-n2cccc21 (stereo unspecified) | -0.3% | 2.5 | -21.0% | -3.6% | -4.3% | 0.1% | -35.8% | -6.9% | 13.0% | 9.1%
Cc1ccc2c(Cl)cc(Cl)c(O)c2n1 | x | x | -92.1% | x | x | -3.6% | -7.5% | x | -46.0%[inhibitor] | x
O=c1c2ccccc2nc(/C=C/c2ccc([N+](=O)[O-])o2)n1-c1ccc(O)cc1 | 10.8% | 3.3 | x | u | 10.5% | -0.9% | -1.1% | -10.7% | -9.5% | u
C=CCn1c(O)c(C(C)=O)c(=O)[nH]c1=O (tested in a mixture with another compound) | -0.5% | 3.5 | 0.2% | 17.5% | 2.5% | 0.4% | -2.6% | 3.2% | 17.6% | 20.8%
C=CCn1c(O)c(C=NCCCOc2ccc(CC)cc2)c(=O)[nH]c1=S | 0.3% | 1.6 | -11.3% | 1.1% | x | -4.7% | 8.5%[46.1 µM] | 15.6% | -55.9%[inhibitor] | 19.9%
CCCSc1ccc2nc(NC(=O)OC)[nH]c2c1 | 4.9% | -1.1 | 5.0%&-2.5% | u | 3.3% | 0.6% | -3.4% | 19.0% | x | -4.8%
Cc1nn(Cc2ccccc2)c(C)c1C(=O)OCC(=O)NC1CCS(=O)(=O)C1 (stereo unspecified) | -0.9% | 0.0 | 2.8% | -13.6% | 4.9% | -2.3% | -7.1%[46.1 µM] | -10.0% | 2.3% | -1.3%
COc1cc(C(=O)N/N=C/c2ccc(OC(=O)N3CCOCC3)cc2)cc(OC)c1OC | -0.2% | -6.1 | -52.2% | 14.4% | -3.4% | -1.2% | 3.8%[46.1 µM] | 9.6% | u | -0.2%
Cn1cnc([N+](=O)[O-])c1Sc1ccc([N+](=O)[O-])cc1 | -0.7% | 2.2 | -37.3% | u | 6.0% | -0.6% | -7.1% | -11.5% | 0.0% | -8.3%
CC1(C)CC(N(CCc2ccccc2)Cc2ccccc2)CCO1 (stereo unspecified) | -0.8% | -0.9 | -15.6% | 10.7% | 25.1µM* | -0.8% | 2.7% | -2.6% | -33.5% | -0.5%
CC(C)N1CCN(Cc2ccc3c(c2)OCCO3)CC1CCO (stereo unspecified) | -0.3% | 2.2 | -0.1% | 8.1% | -4.0% | -0.3% | -3.2% | 3.4% | u | 7.4%
CC1(C)NCCN2C(=O)CSC21 (stereo unspecified) | -1.8% | -2.5 | 1.0% | 7.0% | -7.5% | -2.4% | 0.9% | 2.4% | 4.3% | 3.8%
O=[N+]([O-])O[C@H]1CO[C@H]2[C@@H]1OC[C@H]2O[N+](=O)[O-] | 0.0% | 2.5 | 23.0% | 8.0% | 4.9% | 0.8% | 1.5% | 2.8% | x | x
CCCc1nc2ccc(Br)cc2c(=O)n1-c1ccc([N+](=O)[O-])c(C(F)(F)F)c1 | -1.2% | -2.8 | -83.2% | u | -5.2% | -3.0% | -4.4%[46.1 µM] | 10.3% | -50.2%[inhibitor] | -4.6%
Cc1ccc(C(=O)NC2CC3CCC(C2)N3)cc1 (stereo unspecified) | 0.4% | 3.0 | 33.6% | 6.7% | -1.4% | 3.5% | 11.0% | 0.5% | 0.9% | -6.2%
CC(=NCc1ccc2c(c1)OCO2)c1c(O)n(Cc2ccccc2)c(=O)[nH]c1=O | 5.3% | 15.7 | -7.5% | u | 0.0% | 1.9% | 1.4% | -3.3% | -17.9% | 26.6%
O=C(Nc1nc(-c2ccccc2)c(-c2ccccc2)s1)c1ccc(S(=O)(=O)N(CCCl)CCCl)cc1 | -0.6% | 0.2 | -25.6% | -3.3% | 2.6% | -2.9% | -0.3%[46.1 µM] | 8.2% | 30.7% | -8.1%
OC1/C(=C/c2ccc(Cl)cc2Cl)N2CCC1CC2 (stereo unspecified) | 0.1% | -3.3 | 2.1% | 26.9% | 2.4% | 3.3% | 16.2% | 7.2% | u | 25.3%
O=C1OCc2cc(N=Nc3c(O)[nH]c(=O)[nH]c3=O)ccc21 | -0.5% | x | -9.8% | -12.1% | -2.4% | 0.0% | 1.7% | -0.6% | 6.1% | 0.2%
Cc1ccccc1-n1c(O)c(/C=N/NC(=O)c2ccccc2O)c(=O)[nH]c1=S | 0.0% | 25.0 | 1.8% | u | -10.5% | -4.5% | 1.8% | 11.3% | u | -11.9%
CCCOc1ccccc1C1SCC(=O)Nc2c1c(=O)[nH]n2C(C)CCC (stereo unspecified) | 0.5% | -0.6 | -8.9% | -7.5% | 7.8% | 1.0% | -12.5% | 0.1% | -5.2% | -9.5%
O=C(c1cc2cc(Cl)ccc2[nH]1)N1CCC2(CC1)OCCO2 | 0.0% | u | -6.6% | u | 13.4% | -0.7% | -2.0% | 1.1% | u | 6.6%
Cc1cc(OC(C)C(=O)NCc2ccncc2)c2c3c(c(=O)oc2c1)CCCC3 (stereo unspecified) | 0.1% | 25.4 | -10.4% | 4.0% | 4.3% | -3.0% | -3.2% | -12.0% | -8.5% | -1.4%
COC(=O)Cn1cc(/C=C2\C(=O)NC(=O)N(c3ccc(OC)cc3)C2=O)c2ccccc21 | 0.4% | -2.8 | 0.3% | u | -7.4% | u | -6.9% | 9.9% | 10.0% | u
O=c1[nH]c(=O)n(Cc2ccco2)c(O)c1C=NCc1cccs1 | x | 0.9 | x | x | x | x | x | x | -16.0% | -6.5%
COc1ccc(C2C=C(C)Nc3ncnn32)cc1 (stereo unspecified) | x | x | u | x | x | 6.8% | 0.1% | x | -15.8% | x
CC(=O)[C@@]1(O)CC[C@H]2[C@@H]3CC=C4C[C@@H](O)CC[C@]4(C)[C@H]3CC[C@@]21C | -1.6% | 1.1 | -7.9% | -8.1% | 15.6% | -0.6% | 3.8% | 2.2% | x | -0.5%
CN(C)P(=NC(=S)c1cccn1C)(N(C)C)N(C)C | x | 1.6 | -2.4% | x | x | -8.9% | 2.2% | x | -42.2% | -1.2%
CCN(CC)N=O | 0.0% | 2.0 | 5.2% | 11.8% | 6.8% | 2.2% | 4.4% | 0.6% | x | x
NCCc1ccccc1 | x | x | 3.1% | x | x | 0.3% | -9.6% | x | -9.0% | x
